FN deposit inh: fibronectin deposition inhibition | actives 0.086% (n = 350,000) | inhibition, % at 12.6 µM | AID 743247 | AH1F fibroblasts, Alexa488-fibronectin deposition fluorescence, overnight;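 active means mean inhibition across replicates of 30% or more, regardless of how many single replicates reach that level; inconclusive means mean under 30% yet at least half of replicates reach 30%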;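 further: positive control wells lacked labelled fibronectin entirely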
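Material: AH1F fibroblast monolayer depositing Alexa488-labelled fibronectin into matrix / Amount: 10000 AH1F cells per well / Signal: fluorescence 485/525 nm / Medium: DMEM, 2% serum / Compound: single dose, pinned / Incubation: 1 h cell adhesion before compound, then overnight fibronectin incubation / Reagent: Alexa488-FN, 24 nM final / Read-out: inhibition of fibronectin deposition signal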
LGR2 antag: Drosophila LGR2 receptor signaling inhibition | HEK293 LGR2, CRE-luciferase, bursicon-stimulated, 4 h | inhibition, % at 9.99 µM | actives 0.35% (n = 380,000);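 active means drop in luminescence signal, shown as inhibition above about 50% in the replicate tests, limit read from the data, passing the limit was not always enough; inconclusive means probably only some replicates passing the limit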;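 further: agonist challenge used bursicon conditioned medium at about half maximal strength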
S100A4 inh HTS: blocks human S100A4 binding to myosin IIA peptide. P26447. S100A4/TAMRA-MyoIIA peptide fluorescence polarization. inhibition, % at 10.7 µM. actives 0.14% (n = 360,000). AID 652163;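 active means mean inhibition of at least 70% across replicates, with every replicate also reaching that level; inconclusive means mean inhibition reaches 70% but some replicates fall short; inactive means mean inhibition below 70%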
Target sequence (P26447 whole entry, looked up): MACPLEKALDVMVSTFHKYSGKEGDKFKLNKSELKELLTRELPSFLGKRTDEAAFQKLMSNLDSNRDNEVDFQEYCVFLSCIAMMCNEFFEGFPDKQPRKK
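Material: S100A4 monomer protein | Medium: HEPES pH 7.2 with CaCl2, KCl, NaCl, DTT, Triton | Reagent: Labelled myosin peptide probe, 5 nM | Doses: One dose per compound | Times: 5 min incubation before reading | Benchmarks: Neutral control DMSO, positive control TFP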
Casp6 inh: caspase-6 (human) enzyme inhibition; actives 0.53% (n = 350,000); P55212; inhibition, % at 12.5 µM; purified caspase-6, Z-VEID-R110 cleavage fluorescence;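 active means mean inhibition across replicates at least about 35%, with every replicate also reaching that limit, limit read from the data; inconclusive means only one of the two criteria met; inactive means neither criterion met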;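 further: 0% = median of neutral control wells and 100% = no fluorescence left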
Target sequence (P55212 24-179 limits assumed): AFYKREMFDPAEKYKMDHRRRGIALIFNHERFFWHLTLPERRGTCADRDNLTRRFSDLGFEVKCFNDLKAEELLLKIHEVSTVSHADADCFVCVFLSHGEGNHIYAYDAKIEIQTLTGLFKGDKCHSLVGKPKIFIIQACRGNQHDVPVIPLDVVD
Target sequence (P55212 194-293 limits assumed): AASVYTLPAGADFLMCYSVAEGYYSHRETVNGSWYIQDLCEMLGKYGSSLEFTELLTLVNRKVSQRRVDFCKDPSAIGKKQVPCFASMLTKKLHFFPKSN
esBAF inh: inhibitors of esBAF chromatin remodeling in mouse ES cells | Bmi1-luciferase knock-in reporter, 24 h; 100% = twice the neutral-well signal | reporter increase, % at 12.5 µM | actives 2% (n = 350,000) | AID 602393; in the data active means activation above about 40%; inconclusive means no clear call, values can overlap the other calls;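 further: 0% = median of the plate's neutral control wells and 100% = double that signal; a rise in the Bmi1 reporter signal indicates esBAF inhibition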
Statin myotox sup: protects C2C12 myotubes from simvastatin toxicity | ATP luminescence, 48 h; scaled: DMSO 0, geranylgeraniol control 100 | AID 602340 | rescue of ATP level, % at 7.49 µM | actives 0.78% (n = 330,000);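 active means mean ATP rescue above about 67%, or every replicate alone reaching that limit, limit read from the data, passing the limit was not always enough; inconclusive means no clear call, values can overlap the other calls; inactive means mean under the limit and some replicate under it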;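 further: myotubes were challenged with 10 µM simvastatin during compound exposure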
SIRT5 inh: blocks human SIRT5 desuccinylation of peptide; Q9NXA8; inhibition, % at 15 µM; Purified SirT5, succinyl-peptide AMC, trypsin-coupled fluorescence; actives 1.1% (n = 330,000); AID 652115; in the data active means inhibition above about 15%; inconclusive means no clear call, values can overlap the other calls
Target sequence (Q9NXA8 whole entry, looked up): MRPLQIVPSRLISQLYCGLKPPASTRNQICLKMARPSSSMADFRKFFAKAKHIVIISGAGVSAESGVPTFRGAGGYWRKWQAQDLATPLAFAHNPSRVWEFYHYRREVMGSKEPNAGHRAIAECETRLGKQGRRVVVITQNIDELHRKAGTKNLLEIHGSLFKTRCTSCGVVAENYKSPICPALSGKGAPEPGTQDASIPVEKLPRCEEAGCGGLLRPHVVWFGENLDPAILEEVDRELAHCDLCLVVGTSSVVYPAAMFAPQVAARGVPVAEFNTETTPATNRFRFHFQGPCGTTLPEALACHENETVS
* marks the source's active call; other numbers are inactive results; ? = inconclusive; · = no result given; & = joins results of further samples.

# | Structure | FN deposit inh | LGR2 antag | S100A4 inh HTS | Casp6 inh | esBAF inh | Statin myotox sup | SIRT5 inh
1 | O=C(CCCCCNC(=S)Nc1ccc(Cl)cc1)C[N+](=O)[O-] | 5 | · | 0 | 0 | 1 | 3 | 0
2 | C[C@H](CO)N1C[C@H](C)[C@@H](CN(C)C(=O)c2ccccc2)OCCCC[C@H](C)Oc2ccc(NS(=O)(=O)c3cn(C)cn3)cc2C1=O | -4 | -5 | -15 | 0 | -9 | · | 4
3 | COc1ccc(CC(=O)NCC2CCCN(Cc3cccc(SC)c3)C2)cc1 (stereo not given) | -1 | 0 | 1 | -1 | -2 | -4 | 4
4 | CCc1c(O)nc(SCC(N)=O)n(-c2ccccc2F)c1=O | 1 | · | · | · | -8 | 0 | ·
5 | COc1ccc(N2CCN(C(=O)CCc3ccccc3OC)CC2)cc1 | 2 | -2 | -5 | 0 | 1 | 7 | 0
6 | O=C(Cc1ccc(Cl)cc1)NC(=S)Nc1ccccc1O | 2 | 1 | 24 | -1 | 3 | -4 | -4
7 | CN(C)CCN(Cc1ccco1)S(=O)(=O)c1ccc(-c2ccc(=O)[nH]n2)s1 | -14 | -8 | 1 | -10 | -3 | 3 | 1
8 | O=C(Nc1cc(F)ccc1F)N1[C@@H]2CNC[C@H]1C2c1ccc(-c2cccnc2)cc1 (stereo not given in full) | -7&-3 | -4&-17 | -4&68 | 2&2 | · | · | -3&5
9 | COC(=O)CCC(=O)N1CCC(CCC(=O)NCc2ccc(F)cc2)CC1 | -6 | -27 | 3 | 1 | 5 | 6 | 0
10 | C[C@H](CO)N1C[C@H](C)[C@H](CN(C)Cc2cccc3c2OCCCO3)OCc2cnnn2CCCC1=O | 3 | -7 | 2 | 1 | -3 | 9 | -1
11 | Oc1ccc(C[C@@H]2CNCCN2CCCCC2CCCCC2)cc1 | 3 | 5 | -2 | · | -6 | 0 | ·
12 | C/C(=N/NC(=O)CNC(=O)/C=C/c1ccccc1)c1ccco1 | -4 | -13 | -5 | -2 | 1 | 12 | 2
13 | O=c1c2ccccc2nc(-c2cccs2)n1-c1ccc2ccccc2c1 | 3 | 9 | -2 | -1 | · | · | ·
14 | COc1ccc(C(=O)COC(=O)c2cc(C)no2)c(OC)c1 | 2 | 8 | -18 | 1 | 0 | 3 | -2
15 | C[C@H]1CN([C@@H](C)CO)C(=O)Cc2cc(NC(=O)CCCCCC(=O)Nc3ccccc3N)ccc2O[C@@H]1CN(C)S(=O)(=O)c1cn(C)cn1 | 3 | -18 | -13 | 11 | · | · | -1
16 | Cc1ccc2c(CSc3nnnn3C)cc(=O)oc2c1 | 4 | -5 | 7 | -2 | -1 | 5 | -2
17 | COc1ccc(CN(C)C[C@@H]2Oc3ccc(NC(=O)CCC(F)(F)F)cc3CC(=O)N([C@@H](C)CO)C[C@@H]2C)cc1 | · | 12 | 4 | -1 | 0 | 19 | -3
18 | C[C@H](CO)N1C[C@H](C)[C@H](CN(C)S(=O)(=O)c2ccc(Cl)cc2)Oc2ccc(NC(=O)Nc3ccc(C(F)(F)F)cc3)cc2CC1=O | · | -8 | -5 | 0 | -6 | -209 | 1
19 | OCC1CCCN(Cc2ccc(-c3ccccc3)cc2)C1 (stereo not given) | · | -25 | · | · | 14 | -6 | ·
20 | CCNC(=O)C[C@H]1CC[C@H]2[C@H](COc3ccc(NC(=O)NC(C)C)cc3C(=O)N2C)O1 | -6 | 10 | 4 | 3 | 5 | 23 | -8
21 | CN(Cc1ccsc1)C(=O)CCc1nnc(Cc2c[nH]c3ccccc23)o1 | -51 | 5 | -3 | 2 | · | · | -4
22 | C[C@@H]1CN([C@@H](C)CO)C(=O)c2cccc(NS(=O)(=O)c3ccc(F)cc3)c2O[C@@H]1CN(C)S(=O)(=O)c1cccs1 | 13 | 14 | -4 | -1 | -6 | 34 | 2
23 | [O-]/C(=C(\C(=S)Nc1ccc(SC(F)F)cc1)[n+]1cccc(CO)c1)c1ccc(Cl)s1 | -6 | -49 | -27 | -2 | · | · | -2
24 | COc1ccccc1Oc1ccccc1[N+](=O)[O-] | 2 | 3 | 8 | 3 | · | · | 0
25 | COc1ccc(NS(=O)(=O)c2ccc(N3CCOCC3)c(NC(=O)c3ccco3)c2)cc1 | 0 | -9 | -3 | 3 | 6 | -6 | 2
26 | CCN(CC(=O)Nc1c(F)cccc1F)C(=O)c1ccccc1F | 9 | 5 | -3 | -1 | 0 | 4 | -1
27 | COc1ccc(-c2cnc3c(c2)C(=O)N([C@H](C)CO)C[C@@H](C)[C@H](CN(C)S(=O)(=O)c2ccc(OC)cc2)O3)cc1 | 12 | -6 | · | · | · | 16 | ·
28 | Cc1nc(Sc2ccc(Cl)cc2)c(C#N)c(C)c1[N+](=O)[O-] | -9 | 9 | -4 | 1 | · | · | -2
29 | Clc1ccc(N=C2SCCS2)cc1 | 8 | -21 | 1 | -2 | · | · | 9
30 | O=NN(Cc1cccnc1)C(=O)NC1CCCCC1 | -11 | -7 | 5 | 2 | · | · | -2
31 | CCCC(=O)Nc1ccc2c(c1)C(=O)N(C)[C@@H]1CC[C@@H](CC(=O)Nc3ccccc3)O[C@H]1CO2 | -7 | -3 | 2 | -1 | 2 | 13 | 2
32 | CN1CCN(CC#CCC2(O)c3ccccc3-c3ccccc32)CC1 | 6 | 2 | 3 | -1 | · | · | 0
33 | CCNC(=S)N1CCc2cc(OC)c(OC)cc2C1COc1ccc(F)cc1 (stereo not given) | 11 | -11 | -8 | -2 | -1 | ? | -1
34 | C[C@H]1CN([C@@H](C)CO)C(=O)Cc2cc(NC(=O)Nc3ccc(F)cc3)ccc2O[C@@H]1CN(C)Cc1ccc(Oc2ccccc2)cc1 | · | 3 | 27 | 2 | -4 | 45 | 2
35 | CCN(CC)c1ccc(C(=O)OCC(=O)N(C(C)C)C(C)C)cc1 | 1 | 20 | 0 | 5 | · | · | 2
36 | Cc1ccc(CNc2nc(-c3cccs3)nc3ccccc23)cc1 | -3 | 12 | -2 | 4 | · | · | ·
37 | O=C(CSCC(=O)Nc1nccs1)Nc1ccccc1 | · | -2 | -1 | -2 | 5 | 7 | -1
38 | N#CCC(=O)Nc1ncn(Cc2ccccc2Cl)n1 | -5 | 5 | · | · | -2 | -6 | ·
39 | COc1ccc(C(=O)NNC(=O)CSc2nnnn2C)cc1 | -13 | -1 | -1 | -1 | · | · | 0
40 | Cc1cc(Nc2nnnn2-c2ccccc2)n(-c2ccc(Cl)cc2)n1 | · | 21 | · | · | -19 | -151 | ·
41 | C[C@H](CO)N1C[C@H](C)[C@H](CN(C)C(=O)NC2CCCCC2)Oc2c(NC(=O)NC3CCCCC3)cccc2C1=O | · | -3 | 0 | · | -1 | -49 | 1
42 | NNC(=O)[C@H](Cc1ccccc1)NC(=O)Nc1ccc2c(c1)OCCO2 | 11 | -7 | -9 | -2 | · | · | -2
43 | COc1ccc(/C=C(\NC(=O)c2ccc(C)cc2)C(=O)NCCCn2ccnc2)cc1 | -4 | 26 | 3 | -24 | 3 | -30 | ·
44 | CCC(C)(C)NC(=O)C(c1ccc(F)cc1)N(Cc1ccccc1)C(=O)c1cnccn1 (stereo not given) | -6 | 11 | 5 | · | · | · | 2
45 | Cc1ccccc1Nc1nc(N)nc(CSCC(=O)Nc2cccc(Br)c2)n1 | 6 | 4 | -2 | 2 | · | · | -3
46 | CCOc1ccc(NC(=O)CCn2nc(C)c(S(=O)(=O)N3CCCCC3)c2C)cc1 | 2 | 2 | 2 | 0 | 7 | -8 | 0
47 | O=[N+]([O-])c1ccccc1CNC(Cc1ccccc1)c1ccccc1 (stereo not given) | · | -2 | 4 | -2 | 1 | -26 | -3
48 | C[C@@H]1CN([C@H](C)CO)S(=O)(=O)c2ccc(-c3ccc(C(=O)N(C)C)cc3)cc2O[C@H]1CN(C)C(=O)C1CCOCC1 | · | -3 | -3 | -2 | 6 | -4 | -1
49 | Cc1ccc(C)c(OCC(=O)OCc2csc(CC(=O)Nc3ccccc3C)n2)c1 | · | 12 | 3 | 0 | -1 | -5 | -6
50 | CCCNC(=O)NC(=O)CSc1nc(C)cs1 | -6 | 5 | -1 | 0 | · | · | -1
51 | O=C(c1ccc2c(c1)C(=O)N(CCCO)C2=O)c1ccc2c(c1)C(=O)N(CCCO)C2=O | · | -15 | · | · | 1 | 3 | ·
52 | COC(=O)c1ccc(NC(=O)CSc2nnc(C3CC3)n2C)cc1 | 12 | -11 | 0 | 2 | -4 | 5 | -1
53 | C=CCC[C@H](Cc1ccc(F)cc1)C(=O)OC[C@@H](C)NC(=O)[C@@H](CC=C)CC(=O)N[C@H](CO)Cc1ccccc1 | -5 | 1 | 7 | 4 | -8 | -28 | 0
54 | COc1cccc(C2=NOC(C(=O)Nc3ccc(C(C)=O)cc3)C2)c1 (stereo not given) | -5 | -31 | · | · | 39 | -1 | ·
55 | O=C(CCS(=O)(=O)c1ccccc1)Nc1nccs1 | 1 | 7 | -2 | -1 | -9 | -5 | -2
56 | Cc1cc(N2CCN(Cc3cn(C)nc3-c3ccccc3F)CC2)cc(C)n1 | 4 | -2 | -1 | 1 | 8 | -84 | -6
57 | CCOC(=O)C1=C(OCc2ccc(Cl)cc2)C2C=C(C)C=CC2N=C1 (stereo not given) | -12 | · | · | · | -2 | 3 | ·
58 | C[C@@H]1CCCCO[C@H](CN(C)C(=O)Nc2ccc(C(F)(F)F)cc2)[C@H](C)CN([C@H](C)CO)C(=O)c2cc(NC(=O)c3ccccc3)ccc2O1 | · | 16 | 0 | 1 | -8 | 5 | 1
59 | O=CN1CCN(C(C(=O)NC2CCCCC2)c2cc3c(cc2[N+](=O)[O-])OCO3)CC1 (stereo not given) | · | -13 | -1 | 5 | · | · | 2
60 | Cc1noc(C)c1S(=O)(=O)N(C)C[C@H]1Oc2ccc(NC(=O)CCCN(C)C)cc2C(=O)N([C@H](C)CO)C[C@H]1C | · | 5 | -18 | -1 | -8 | · | 4

The list goes on.
# | Structure | FN deposit inh | LGR2 antag | S100A4 inh HTS | Casp6 inh | esBAF inh | Statin myotox sup | SIRT5 inh
61 | c1ccc(Cn2cc(CN3CCCCO3)c(-c3ccc4c(c3)OCO4)n2)cc1 | 4 | -21 | 1 | -1 | · | · | -2
62 | CC1CCCN(C(=O)CN2C(=O)CSc3ccc(S(=O)(=O)N4CCOCC4)cc32)C1 (stereo not given) | 3 | -10 | 1 | -1 | -2 | 2 | 0
63 | O=C(NC1CCCC1)[C@H]1[C@H](CO)[C@H]2Cn3c(ccc(-c4cccnc4)c3=O)[C@H]2N1CC1CC1 | · | -8 | 6 | 2 | 5 | 20 | 7
64 | CC(=O)Nc1ccc(S(=O)(=O)N(C)CC(=O)OCC(=O)N2CCCCCC2)cc1 | 6 | 13 | 7 | -5 | -1 | 0 | -2
65 | COc1ccc2sc(-c3ccccc3OC)c(-c3ccc4c(c3)OCCO4)c2c1 | -2 | -24 | 0 | 1 | 0 | 27 | ·
66 | CN(C)c1cccc(CNC(=O)c2ccc3nc([C@@H]4O[C@H](CO)[C@H](O)[C@H](O)[C@H]4O)[nH]c3c2)c1 | -1 | -8 | -4 | -3 | 2 | 3 | -2
67 | CC[C@H](C)[C@H](NC(N)=O)C(=O)Nc1ccc2c(c1)OCO2 | -16 | -9 | -6 | -1 | · | · | -4
68 | Cc1ccc(Nc2ncnc(N)n2)cc1 | · | -54 | 5 | 6 | 26 | -5 | -1

Records 30 to 31, reprinted for reference:
# | Structure | FN deposit inh | LGR2 antag | S100A4 inh HTS | Casp6 inh | esBAF inh | Statin myotox sup | SIRT5 inh
30 | O=NN(Cc1cccnc1)C(=O)NC1CCCCC1 | -11 | -7 | 5 | 2 | · | · | -2
31 | CCCC(=O)Nc1ccc2c(c1)C(=O)N(C)[C@@H]1CC[C@@H](CC(=O)Nc3ccccc3)O[C@H]1CO2 | -7 | -3 | 2 | -1 | 2 | 13 | 2

Some of the compounds tested (hit frequency here may not be typical).
